Pol beta inh – qHTS Assay for Inhibitors of DNA Polymerase Beta. Pol beta primer extension/strand displacement, fluorescence kinetic. Potency, µM (doses to about 114 µM), for inactives: top-dose activity change, negative = inhibition, hits mostly inhibitors. hit rate 1.3% among 340,000. AID 485314, 2010; further: potency means the concentration at half of the fitted maximal effect; on the % scale 0 is the no-effect control and ±100 the full control effect
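Enzyme-only controls used 10 nM Pol beta; buffer lacking enzyme served as negative control. Compound preincubated 15 min, then 50 nM substrate added; 0 and 10 min reads at room temperature.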
APE1 inh – qHTS Assay for Inhibitors of the Human Apurinic/apyrimidinic Endonuclease 1 (APE1) | hit rate 0.35% among 350,000 | recombinant APE1, TAMRA/BHQ-2 abasic DNA cleavage fluorescence | AID 2517, 2012 | Potency, µM (top dose mostly 65.8 µM), inactives show top-dose activity change, negative = inhibition, hits mostly inhibitors;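 further: potency means the concentration at half of the fitted maximal effect; plate controls were vehicle for no effect and reference inhibitor for full effect; nearly all actives have a fitted effect of over 55% in size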
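Incision of a quenched TAMRA/BHQ-2 THF abasic-site duplex (50 nM) by 0.75 nM APE1, after 15 min compound preincubation, measured as fluorescence increase over three 60 s reads. Values normalized to buffer, DMSO and NSC13755 control wells.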
Anesthetic bind – qHTS Assay for Identification of Novel General Anesthetics; apoferritin/1-aminoanthracene competitive binding, fluorescence; Potency, µM (top dose mostly 77.5 µM), without a hit: top-dose activity change, negative = displacement, usual class: inhibitors; Ferritin light chain (Equus caballus), P02791; hit rate 0.074% among 350,000; further: potency means the concentration at half of the fitted maximal effect; on the % scale 0 is the no-effect control and ±100 the full control effect; nearly all actives have a fitted effect of over 20% in size
Target sequence (P02791 2-175 limits assumed): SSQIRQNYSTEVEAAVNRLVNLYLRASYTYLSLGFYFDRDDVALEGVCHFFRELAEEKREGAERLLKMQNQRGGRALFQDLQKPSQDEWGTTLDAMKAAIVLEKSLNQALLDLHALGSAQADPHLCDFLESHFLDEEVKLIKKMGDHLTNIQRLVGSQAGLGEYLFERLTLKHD
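In PBS, apoferritin at 10 uM is loaded with 1-AMA from a 50% saturated solution. After 10 min of compound exposure at ambient temperature, reduced 535 nm fluorescence indicates probe displacement.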
POLI inh – qHTS for Inhibitors of Polymerase Iota; DNA polymerase iota (Homo sapiens), Q9UNA4; Pol iota fluorescent replication assay, 10 min; Potency, µM (series often up to 115 µM), without a hit: at the highest dose activity, negative = inhibition, hits mostly inhibitors; hit rate 1% among 390,000; further: potency means the concentration at half of the fitted maximal effect
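Fluorescent replication assay read twice, at 0 min and 10 min after adding 50 nM (final) substrate. Enzyme (10 nM) and compounds were first incubated 15 min at room temperature; enzyme-free buffer wells were negative controls.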
RXFP1 antagonist – qHTS Assay for Antagonists of the Relaxin Receptor RXFP1; Relaxin receptor 1 (Homo sapiens), Q9HBX9; HEK293-RXFP1, relaxin-stimulated cAMP HTRF, 30 min; stronger effect = lower value; activity change, negative = inhibition, % at 57.5 µM; hit rate 0.59% among 350,000; AID 1259400, 2018;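 active means activity change of -60% or lower, but not beyond a set lower limit; inconclusive means change between -60% and -40%, or beyond the set limit; inactive means change above -40%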; further: on the % scale 0 is the no-effect control and ±100 the full control effect
POLK inh – qHTS for Inhibitors of Polymerase Kappa; DNA polymerase kappa (Homo sapiens), Q9UBT6; purified Pol kappa, fluorescent DNA synthesis assay, 10 min; Potency, µM (highest dose often 107 µM), inactives show at the highest dose activity, negative = inhibition, hits mostly inhibitors; hit rate 0.53% among 400,000; AID 588579, 2011; further: potency means the concentration at half of the fitted maximal effect; on the % scale 0 is the no-effect control and ±100 the full control effect
Target sequence (Q9UBT6 whole entry, looked up): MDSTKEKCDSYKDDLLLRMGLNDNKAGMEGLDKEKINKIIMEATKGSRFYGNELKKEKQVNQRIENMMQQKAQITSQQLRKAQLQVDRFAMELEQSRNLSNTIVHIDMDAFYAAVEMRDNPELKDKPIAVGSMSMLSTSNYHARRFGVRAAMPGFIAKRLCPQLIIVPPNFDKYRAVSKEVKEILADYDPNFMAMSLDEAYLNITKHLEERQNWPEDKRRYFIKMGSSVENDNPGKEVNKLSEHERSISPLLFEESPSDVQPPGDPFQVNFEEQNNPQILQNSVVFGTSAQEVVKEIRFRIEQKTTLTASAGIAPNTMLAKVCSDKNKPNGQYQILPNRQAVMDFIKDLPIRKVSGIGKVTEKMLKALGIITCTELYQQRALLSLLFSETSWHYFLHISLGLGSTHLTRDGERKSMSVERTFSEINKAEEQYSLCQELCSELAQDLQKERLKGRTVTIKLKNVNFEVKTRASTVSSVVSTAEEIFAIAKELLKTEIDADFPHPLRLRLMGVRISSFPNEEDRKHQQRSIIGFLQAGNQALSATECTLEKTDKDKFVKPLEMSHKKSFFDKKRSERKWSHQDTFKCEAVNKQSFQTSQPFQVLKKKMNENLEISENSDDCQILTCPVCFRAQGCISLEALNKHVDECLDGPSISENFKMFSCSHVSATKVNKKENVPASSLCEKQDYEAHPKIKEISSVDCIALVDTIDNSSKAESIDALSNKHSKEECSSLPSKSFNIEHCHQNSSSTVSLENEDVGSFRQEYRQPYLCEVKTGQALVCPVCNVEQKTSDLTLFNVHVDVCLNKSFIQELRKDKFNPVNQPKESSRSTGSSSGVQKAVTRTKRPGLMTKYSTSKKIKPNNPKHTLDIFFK
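50 nM final substrate added after 15 min RT preincubation of 10 nM Pol kappa with compound; fluorescence read at 0 and 10 min.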
PGK inhibitor – qHTS Assay to Find Inhibitors of Phosphoglycerate Kinase; PGK/GAPDH coupled, Kinase-Glo luminescence, 60 min; Potency, µM (doses to about 57.5 µM), for inactives: at the highest dose activity change, negative = inhibition, actives largely listed as inhibitors; hit rate 0.043% among 380,000; Phosphoglycerate kinase, glycosomal (Trypanosoma brucei brucei), P07378; further: potency means the concentration at half of the fitted maximal effect; on the % scale 0 is the no-effect control and ±100 the full control effect; nearly all actives have a fitted effect of over 60% in size
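Luminescent ATP detection (Kinase-Glo Plus) follows a 60-minute room-temperature incubation, with wells lacking PGK as controls. Buffer: 100 mM TEA (pH 7.6), 5 mM MgCl2, 0.01% Tween-20. Coupling enzyme GAPDH (100 nM final) supplies unstable 1,3-BPG in-well.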
BLM helicase inh – qHTS Assay for Inhibitors of Bloom's syndrome helicase (BLM); RecQ-like DNA helicase BLM (Homo sapiens), P54132; recombinant BLM DNA unwinding, fluorescence dequenching; Potency, µM (highest dose often 56.1 µM), for the others: top-dose activity change, negative = inhibition, usual class: inhibitors; hit rate 0.2% among 350,000;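 further: potency means the concentration at half of the fitted maximal effect; plate controls were vehicle for no effect and no enzyme for full effect; nearly all actives have a fitted effect of over 35% in size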
Pol eta inh – qHTS for Inhibitors of Polymerase Eta | Potency, µM (highest dose often 114 µM), without a hit: at the highest dose activity change, negative = inhibition, most hits filed as inhibitors | recombinant Pol eta, fluorescent DNA replication assay | hit rate 1.2% among 390,000 | AID 588591, 2011; further: potency means the concentration at half of the fitted maximal effect; on the % scale 0 is the no-effect control and ±100 the full control effect
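Pol eta at 10 nM preincubated with compounds 15 min at room temperature; reaction started with fluorescent substrate (50 nM final) and read kinetically at 0 and 10 min.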
An asterisk follows results filed as active; & = joins results of further samples; [ ] = remark or other dose. Unless noted, the call rests on the fitted dose curve; in most records, active means well fitted curve in the direction sought with a large enough effect; inconclusive means small, poorly fitted or top-dose-only effect, or another doubt; inactive means no such curve, though single readings can be large; an effect the other way counts as inactive or inconclusive. An excerpt, so the mix of outcomes need not match the whole.

Results for O=C(Nc1nc(-c2ccc3c(c2)OCO3)cs1)C1COc2ccccc2O1 (stereo not drawn) ?
Pol beta inh: -6.0%; APE1 inh: -0.8%; Anesthetic bind: -10.4%; POLI inh: inconclusive; RXFP1 antagonist: -2.0; POLK inh: -14.3%; PGK inhibitor: 7.2%; BLM helicase inh: -10.4%; Pol eta inh: -13.3%

What do the screens show for `CCCCCCCCC(=O)O`?
POLI inh: 13.0%; POLK inh: 0.7%; PGK inhibitor: -0.1%; Pol eta inh: -20.5%

What do the screens show for `O=C(COC(=O)c1cnccn1)c1ccccc1`?
Pol beta inh: -1.9%; APE1 inh: 2.2%; Anesthetic bind: -7.0%; POLI inh: 60.0%[activator]; RXFP1 antagonist: -8.4; POLK inh: 0.3%; PGK inhibitor: -1.1%; BLM helicase inh: -1.9%; Pol eta inh: -16.9%

Results for COc1ccc(S(=O)(=O)N[C@@H](CC(C)C)C(=O)O)cc1 ?
Pol beta inh: 14.7%; APE1 inh: 1.3%; Anesthetic bind: -5.7%; POLI inh: inconclusive; RXFP1 antagonist: -14.8; POLK inh: -19.3%; PGK inhibitor: -3.0%; BLM helicase inh: 1.4%; Pol eta inh: 3.8%

Results for O=C(Cn1c(=O)oc2ccccc21)N1CCN(c2ccccc2)CC1 ?
Pol beta inh: 13.2%; APE1 inh: 17.1%; Anesthetic bind: -1.4%; POLI inh: 2.8%; RXFP1 antagonist: 2.8; POLK inh: -17.7%; PGK inhibitor: -6.1%; BLM helicase inh: 1.0%; Pol eta inh: 9.6%

Results for Cc1cc(C)c(-c2csc(NC(=O)CCCc3nc4ccccc4c(=O)[nH]3)n2)c(C)c1 ?
APE1 inh: -5.9%; POLI inh: -0.4%; RXFP1 antagonist: inconclusive; POLK inh: -7.5%; PGK inhibitor: -2.4%; Pol eta inh: -10.5%

How did CC(CC(=O)O)C(=O)c1ccc(Cl)c([N+](=O)[O-])c1 (stereo not drawn) do in these assays?
Pol beta inh: 40.9%; APE1 inh: -1.2%; Anesthetic bind: -4.4%; POLI inh: 31.4%[activator]; RXFP1 antagonist: -13.8; POLK inh: -2.4%; PGK inhibitor: -7.3%; BLM helicase inh: -0.5%; Pol eta inh: -19.0%

How did CSc1nc(N)c2cn[nH]c2n1 do in these assays?
POLI inh: 54.7%[activator]; RXFP1 antagonist: 1.2; POLK inh: -1.4%; PGK inhibitor: 6.1%; Pol eta inh: -20.9%

What do the screens show for `CCCCNC(=S)N(Cc1c(C)noc1C)c1ccccc1`?
Pol beta inh: -1.8%; APE1 inh: -0.2%; Anesthetic bind: -3.9%; POLI inh: 5.2%; RXFP1 antagonist: 4.6; POLK inh: -8.3%; PGK inhibitor: 8.6%; BLM helicase inh: -1.6%; Pol eta inh: -18.4%

How did CC(C)(C)SCCNS(=O)(=O)c1ccc(C#N)cc1 do in these assays?
Pol beta inh: 10.9%; APE1 inh: inconclusive; Anesthetic bind: -14.3%; POLI inh: -18.4%[58.9 µM]; RXFP1 antagonist: 0.8; POLK inh: -1.6%; PGK inhibitor: -5.3%; BLM helicase inh: -1.4%; Pol eta inh: -9.1%

Results for O=C(Nc1cccc(C(=O)N2CCN(c3ccccc3)CC2)c1)c1nsc2ccccc12 ?
Pol beta inh: 4.2%; Anesthetic bind: -5.7%; POLI inh: 21.3%; RXFP1 antagonist: -22.3; POLK inh: -5.6%[60.1 µM]; PGK inhibitor: -13.5%; BLM helicase inh: -8.6%; Pol eta inh: -13.4%

How did O=C(NCc1ccc(F)cc1)C1CCCN(S(=O)(=O)c2cccc3nsnc23)C1 (stereo not drawn) do in these assays?
Pol beta inh: 13.6%; APE1 inh: 0.1%; Anesthetic bind: -8.4%; POLI inh: 12.1%; RXFP1 antagonist: -19.7; POLK inh: -4.2%; BLM helicase inh: -1.9%; Pol eta inh: 9.2%

Results for CC1CCCN(C(=O)CSCC(=O)Nc2nc(-c3cccs3)cs2)C1 (stereo not drawn) ?
Pol beta inh: 23.4%; APE1 inh: -3.5%; Anesthetic bind: inconclusive; POLI inh: 11.6%; RXFP1 antagonist: -9.9; POLK inh: 1.8%; PGK inhibitor: -4.7%; BLM helicase inh: -10.1%; Pol eta inh: -18.7%

What do the screens show for `O=C(CSc1nc2c(oc3ccccc32)c(=O)n1-c1ccccc1)Nc1ccccc1F`?
Pol beta inh: 18.0%; Anesthetic bind: -11.6%; POLI inh: 15.1%; POLK inh: -3.0%; PGK inhibitor: 0.0%; BLM helicase inh: -4.9%; Pol eta inh: -10.4%

Results for COCCNC(=O)NC(=O)COC(=O)c1ccc2[nH]c3c(c2c1)CCCC3 ?
Pol beta inh: -3.3%; APE1 inh: -6.3%; Anesthetic bind: -1.0%; POLI inh: 33.6%[activator]; RXFP1 antagonist: -16.1; POLK inh: -10.6%; PGK inhibitor: 1.9%; BLM helicase inh: -1.8%; Pol eta inh: 7.8%

Random excerpt: 2 records from the list, in no set order.
Results for Cc1cc(C)c(-c2csc(NC(=O)CCCc3nc4ccccc4c(=O)[nH]3)n2)c(C)c1 ?
APE1 inh: -5.9%; POLI inh: -0.4%; RXFP1 antagonist: inconclusive; POLK inh: -7.5%; PGK inhibitor: -2.4%; Pol eta inh: -10.5%

Results for O=C(Nc1nc(-c2ccc3c(c2)OCO3)cs1)C1COc2ccccc2O1 (stereo not drawn) ?
Pol beta inh: -6.0%; APE1 inh: -0.8%; Anesthetic bind: -10.4%; POLI inh: inconclusive; RXFP1 antagonist: -2.0; POLK inh: -14.3%; PGK inhibitor: 7.2%; BLM helicase inh: -10.4%; Pol eta inh: -13.3%

The listing continues.
How did Cc1cc(C(=O)Nc2c(C)cccc2C)n(-c2ccccc2)n1 do in these assays?
Pol beta inh: 15.1%&24.9%; APE1 inh: -0.3%; Anesthetic bind: -10.1%&0.7%; POLI inh: 29.5%&59.9%; RXFP1 antagonist: 3.3; POLK inh: -0.3%&4.3%; PGK inhibitor: -4.3%; BLM helicase inh: -0.4%&-2.3%; Pol eta inh: -15.0%

How did COc1ccc(CN2C(=O)C(O)(CC(=O)c3c(C)n[nH]c3C)c3ccccc32)cc1OC (stereo not drawn) do in these assays?
Pol beta inh: 12.0%; APE1 inh: -1.9%; Anesthetic bind: -11.6%; POLI inh: 1.9%; RXFP1 antagonist: 4.3; POLK inh: -1.3%; PGK inhibitor: -1.2%; BLM helicase inh: -0.1%; Pol eta inh: -15.3%

What do the screens show for `COc1ccc(OC)c(Nc2ncnc3sccc23)c1`?
Pol beta inh: 0.1%; APE1 inh: 6.7%; Anesthetic bind: -11.2%; POLI inh: inconclusive; RXFP1 antagonist: 8.9; POLK inh: -14.0%; BLM helicase inh: -5.8%; Pol eta inh: 2.1%

What do the screens show for `CCC(CC)C(=O)Nc1c(C(=O)N2CCN(c3ccccc3F)CC2)oc2ccccc12`?
Pol beta inh: 14.0%; Anesthetic bind: 111.0%[activator]; POLI inh: -12.0%; RXFP1 antagonist: inconclusive; POLK inh: -16.8%; PGK inhibitor: 9.7%; BLM helicase inh: -5.3%; Pol eta inh: -12.6%

Results for CCOc1ccc2oc(=O)cc(CN3CCN(C(=O)c4cccc(F)c4)CC3)c2c1 ?
Pol beta inh: 33.5%; Anesthetic bind: -4.3%; POLI inh: 1.0%; RXFP1 antagonist: 6.0; POLK inh: -5.1%; PGK inhibitor: 11.8%; BLM helicase inh: -4.5%; Pol eta inh: -12.5%

Results for Cc1ccc(NC(=O)NN2CCN(C)CC2)cc1C ?
Pol beta inh: 12.6%; APE1 inh: 31.7%; Anesthetic bind: -1.1%; POLI inh: 2.0%; RXFP1 antagonist: -9.3; POLK inh: 9.3%; PGK inhibitor: -9.1%; BLM helicase inh: -2.1%; Pol eta inh: -3.9%

Results for COc1ccc([N+](=O)[O-])c(O)c1C(C)=O ?
POLI inh: 8.7%; RXFP1 antagonist: -6.8; POLK inh: -13.8%; PGK inhibitor: -4.9%; Pol eta inh: -2.5%

Results for CCN(CC)C(=O)c1sc2[nH]c(=S)n(-c3ccccc3)c(=O)c2c1C ?
Pol beta inh: 30.0%[activator]; APE1 inh: 3.8%; Anesthetic bind: -0.7%; POLI inh: -2.9%; RXFP1 antagonist: -66.8*; POLK inh: -2.5%; PGK inhibitor: inactive; BLM helicase inh: -3.1%; Pol eta inh: -0.5%

Results for Cc1cc(C)cc(N(C(=O)c2ccccn2)C(C(=O)NC2CCCCC2)c2ccncc2)c1 (stereo not drawn) ?
Pol beta inh: 4.8%; APE1 inh: 20.6%; Anesthetic bind: -10.9%; POLI inh: 10.1%; RXFP1 antagonist: -7.2; POLK inh: -2.3%; PGK inhibitor: 0.3%; BLM helicase inh: -2.0%; Pol eta inh: 10.7%

How did COC(=O)COC(=O)c1ccc(Oc2nc(OC)nc(N(C)C)n2)cc1 do in these assays?
Pol beta inh: 37.7%; APE1 inh: -9.5%; Anesthetic bind: -13.3%; POLI inh: 0.9%; RXFP1 antagonist: -10.3; POLK inh: -4.8%; PGK inhibitor: inactive; BLM helicase inh: -1.0%; Pol eta inh: -5.3%

How did CCOc1ccc(C(CC(=O)O)NC(=O)COc2ccc3ccccc3c2)cc1OC (stereo not drawn) do in these assays?
Pol beta inh: 25.6%; APE1 inh: 4.0%; Anesthetic bind: 7.1%; POLI inh: -22.8%; RXFP1 antagonist: -2.9; POLK inh: 14.6%; PGK inhibitor: -6.3%; BLM helicase inh: -1.4%; Pol eta inh: -5.1%

What do the screens show for `O=C(Nc1cccnc1)c1cc(-c2ccc(Cl)c(Cl)c2)on1`?
Pol beta inh: 18.3%; APE1 inh: 12.3%; Anesthetic bind: 1.6%; POLI inh: 51.4%[activator]; RXFP1 antagonist: -7.7; POLK inh: -1.3%; PGK inhibitor: 1.6%; BLM helicase inh: -5.2%; Pol eta inh: -18.8%

Screening data (PubChem)
